KAT2A inh – qHTS Assay for Inhibitors of GCN5L2. Potency, µM (series often up to 58.9 µM), inactives show at the top dose activity change, negative = inhibition, hits mostly inhibitors. Histone acetyltransferase KAT2A (Homo sapiens), Q92830. GCN5L2 HAT assay, ThioGlo1 CoA-SH fluorescence. 390,000 tested, 0.21% active
Target sequence (Q92830 whole entry, looked up): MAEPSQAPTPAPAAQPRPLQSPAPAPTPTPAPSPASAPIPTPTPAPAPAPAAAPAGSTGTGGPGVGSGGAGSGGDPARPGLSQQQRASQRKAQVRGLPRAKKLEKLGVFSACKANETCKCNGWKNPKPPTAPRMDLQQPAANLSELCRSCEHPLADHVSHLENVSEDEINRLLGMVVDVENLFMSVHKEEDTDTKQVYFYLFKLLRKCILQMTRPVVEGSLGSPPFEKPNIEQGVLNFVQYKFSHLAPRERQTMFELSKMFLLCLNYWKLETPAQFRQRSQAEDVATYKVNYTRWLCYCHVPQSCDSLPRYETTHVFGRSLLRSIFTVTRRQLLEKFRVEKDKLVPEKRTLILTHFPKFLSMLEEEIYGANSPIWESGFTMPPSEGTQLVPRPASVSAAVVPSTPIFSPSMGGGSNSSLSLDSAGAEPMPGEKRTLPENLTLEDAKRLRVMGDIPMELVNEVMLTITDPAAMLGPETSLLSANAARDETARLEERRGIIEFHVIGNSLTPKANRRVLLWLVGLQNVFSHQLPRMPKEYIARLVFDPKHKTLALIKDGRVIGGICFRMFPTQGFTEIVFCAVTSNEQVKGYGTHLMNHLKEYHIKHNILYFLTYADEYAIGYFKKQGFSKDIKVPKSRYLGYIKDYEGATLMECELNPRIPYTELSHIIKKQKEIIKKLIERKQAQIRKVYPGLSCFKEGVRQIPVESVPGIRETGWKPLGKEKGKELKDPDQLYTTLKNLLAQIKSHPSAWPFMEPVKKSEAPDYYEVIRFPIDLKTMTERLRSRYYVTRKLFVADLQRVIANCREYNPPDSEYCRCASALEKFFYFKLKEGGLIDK
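Preincubate 20nM GCN5L2 with compound 15 min, RT → add 50uM ThioGlo1 + 75uM H3(1-25) + 70uM acetyl-CoA → read fluorescence 0 and 20 min. Primary qHTS; fluorescent artifacts likely.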
FEN1 inh – qHTS Assay for the Inhibitors of Human Flap endonuclease 1 (FEN1); AID 588795, 2011; Potency, µM (highest dose often 114 µM), without a hit: at the highest dose activity change, negative = inhibition, usual class: inhibitors; Recombinant FEN1 flap cleavage, fluorescence, 15 min; 390,000 tested, 0.35% active; note: nearly all actives have a fitted effect of over 65% in size
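Reaction started by adding substrate (50 nM final) to 10 nM enzyme after 15 min room-temperature compound preincubation. Reads at 0 and 15 min, with data normalized and fitted to a four-parameter Hill equation.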
N370S GC – qHTS Assay for Inhibitors and Activators of N370S glucocerebrosidase as a Potential Chaperone Treatment of Gaucher Disease | Lysosomal acid glucosylceramidase (Homo sapiens), P04062 | N370S GC spleen homogenate, 4MU-glucoside fluorescence | Potency, µM (highest dose often 59.4 µM), without a hit: at the highest dose activity change, negative = inhibition, hits mostly inhibitors | 330,000 tested, 0.092% active | AID 2101, 2009;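 note: 0% = full enzyme activity and -100% = no enzyme basal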
Starred values were filed as active, the others as inactive; u = inconclusive; x = no result given; & = joins results of further samples. Calls come from the whole dose curve; as a rule, active = well fitted curve in the direction sought with a large enough effect; inconclusive = small, poorly fitted or top-dose-only effect, or another doubt; inactive = no such curve, though single readings can be large; an effect the other way counts as inactive or inconclusive. Unless noted, % is set by controls: 0 for no effect and ±100 for the full control effect; potency is the fitted concentration of half-maximal effect.

The line under a structure holds: KAT2A inh, FEN1 inh, N370S GC
- Cc1ccc(S(=O)(=O)Nc2cccc(C(=O)N3CCN(c4ccccc4O)CC3)c2)cc1F
 : -3.0%, 1.6%, -7.7%
- C=CCn1c(=O)c2ccccc2n2c(SCC(=O)N(C)C)nnc12
 : -0.8%, 2.6%, -4.2%
- CCOC(=O)c1c(S(=O)(=O)NCC(=O)Nc2ccc(Cl)c(C(F)(F)F)c2)c(C)n(C)c1C
 : -5.7%, -21.1%, x
- COC(=O)COc1ccc(/C=N/NC(=O)c2ccc(N(Cc3ccccc3)S(C)(=O)=O)cc2)cc1
 : 4.4%, 5.0%, -6.9%
- COc1cc(Cl)c(C)cc1NC(=O)CN1CCCCCC1
 : 0.8%, 3.2%, 0.1%
- O=C(N/N=C/c1c[nH]c2ccccc12)C1CC(=O)N(c2ccccc2)C1 (stereo not given)
 : -0.1%, -8.3%, 7.3%
- COc1ccc2c(=O)c3c(=O)n(Cc4ccco4)c(C(C)C)nc3oc2c1
 : -11.0%, -1.5%, 8.1%
- Cc1cccc(N(CC(=O)N=Nc2c(O)[nH]c3ccccc23)S(C)(=O)=O)c1C
 : -4.9%, u, 2.3%
- COc1ccc(C(=O)NCC(c2ccco2)S(=O)(=O)c2cccs2)cc1OC (stereo not given)
 : -9.2%, 9.2%, x
- Cc1ccc(-c2[nH]ncc2CNCCc2cnn(-c3ccccc3)c2)cc1C
 : 0.1%, -3.5%, -18.8%

Continuation:
The line under a structure holds: KAT2A inh, FEN1 inh, N370S GC
- O=C(Nc1ccccc1C(=O)N1CCCCCC1)c1ccccc1Cl
 : -5.1%, -3.4%, 11.9%
- O=C(O)CCCCCNS(=O)(=O)c1c(Cl)cccc1Cl
 : 7.9%, 8.4%, -4.4%
- COCCCN1C(=O)c2ccc(C(=O)Nc3ccc(OC)cc3)cc2C1=O
 : 2.6%, 4.9%, x
- Cc1cccc(-n2nnnc2SCn2nnc3ccccc3c2=O)c1
 : -4.7%, -7.0%, -5.8%
- CCC/C(C)=N\Nc1nc2c(c(=O)n(C)c(=O)n2C)n1C
 : -1.1%, -22.8%, 4.9%
- CC(=O)N1CCCc2cc(S(=O)(=O)N3CCCC(C(=O)N4CCN(c5ccccc5)CC4)C3)ccc21 (stereo not given)
 : -2.9%&-3.2%, -7.8%&-6.7%, u
- Cc1sc2ncnc(N3CCN(C(=O)c4ccco4)CC3)c2c1C
 : -8.9%, -11.2%, 5.3%
- CCOc1ccc2c(c1)c(=O)c(C(=O)c1ccc(C)cc1)cn2Cc1ccccc1OC
 : -10.0%, 3.3%, x
- COc1ccc(C(C)=O)cc1COC(=O)Cc1cc(OC)c(OC)c(OC)c1
 : -3.6%, 9.2%, -0.8%
- O=C(NC1CC1)C1CCN(c2ncnc3c2sc2cccc(F)c23)CC1
 : -10.5%, 14.7%, 5.1%

Continued:
The line under a structure holds: KAT2A inh, FEN1 inh, N370S GC
- COc1ccc(OC)c(-c2csc(NC(=O)CN3C(=O)C4CCCCC4C3=O)n2)c1 (stereo not given)
 : -7.2%, -10.5%, -16.6%
- CCCc1ccc(C(=O)CCC(=O)O)cc1
 : -0.2%, 5.5%, 8.3%
- O=C(CSCc1ccccc1Cl)Nc1ccc2c(c1)OCCO2
 : -5.6%, u, 15.9%
- CC(C)COc1ccc(C(=O)N2CCN(CCc3ccccn3)CC2)cc1
 : -5.8%, 2.2%, x
- CC(=O)n1c2ccccc2c2nc(NC(C)C)sc21
 : -5.8%, 3.0%, -12.8%
- CC(=O)Nc1ccc(NC(=O)COC(=O)/C(=C/c2ccccc2)n2nnnc2C)cc1
 : -4.1%, -6.3%, -17.1%
- Oc1cccc(/C=N/Nc2cccc3cccnc23)c1
 : -19.8%, -29.8%, 1.9%
- Cc1[nH]c(=O)[nH]c(=O)c1S(=O)(=O)Nc1cccc(Cl)c1C
 : -2.9%, 17.0%, x
- CCc1ccc(OC(=O)CSc2nnc(-c3ccc4c(c3)OCO4)o2)cc1
 : -1.0%, 8.3%, x
- CC1=Nc2cc(C(=O)NCCCN3CCOCC3)ccc2Sc2c(C)ccc(C)c21
 : -2.1%, -4.1%, -29.5%

3 entries already listed, ordered by length of the SMILES, largest number first:
The line under a structure holds: KAT2A inh, FEN1 inh, N370S GC
- CC(=O)Nc1ccc(NC(=O)COC(=O)/C(=C/c2ccccc2)n2nnnc2C)cc1
 : -4.1%, -6.3%, -17.1%
- Oc1cccc(/C=N/Nc2cccc3cccnc23)c1
 : -19.8%, -29.8%, 1.9%
- CCCc1ccc(C(=O)CCC(=O)O)cc1
 : -0.2%, 5.5%, 8.3%

Additional results follow:
The line under a structure holds: KAT2A inh, FEN1 inh, N370S GC
- Cc1ccc(S(=O)(=O)N2CCCCC2)cc1NC(=O)Cn1cc(C(F)(F)F)ccc1=O
 : -9.3%, -12.7%, x
- COC(=O)c1cc(NC(=O)CCS(=O)(=O)c2cc(Br)cc3c2N(C(=O)C2CC2)CC3)cc(C(=O)OC)c1
 : 2.5%, -10.9%, x
- COc1c(Br)cc(C(N)=O)cc1OCc1ccccc1
 : -0.5%, -7.1%, -12.8%
- CCCCN1CC(c2nc3ccccc3n2CCCCOc2c(C)cccc2C)CC1=O (stereo not given)
 : 0.3%, -1.9%, x
- CCC(=O)CN(Cc1cc(OC)ccc1OC)S(=O)(=O)c1ccccc1Br
 : -5.8%, -12.2%, x
- CCN(CC)C(=O)CSc1nnc2ccc3ccccc3n12
 : -7.3%, -1.5%, x
- Cc1ccc(-c2nc(CS(=O)(=O)CC(=O)NCc3ccccc3Cl)c(C)o2)cc1
 : 2.1%, 10.9%, x
- CCOC(=O)c1cc(-c2cccs2)nc2c1c(C)nn2-c1ccccn1
 : -23.3%, -21.5%, 21.3%
- CN(CCCCCNC(=O)/C=N/O)Cc1ccccc1
 : 23.0%, x, 7.9%
- CC(C)CNC(=O)COC(=O)c1ccc([N+](=O)[O-])cc1Cl
 : -2.7%, 2.4%, 4.9%

(cont.)
The line under a structure holds: KAT2A inh, FEN1 inh, N370S GC
- O=C(NN=C1CCCC1)C1COc2ccccc2O1 (stereo not given)
 : 2.3%, -15.8%, -1.5%
- Cc1ccc(NCc2nnc(SCC(=O)Nc3cccc(O)c3)n2CC2CCCO2)c(C)c1 (stereo not given)
 : -7.0%, 2.9%, 0.8%
- O=C(Nc1ccccc1)C1CCN(C(=O)c2ccco2)CC1
 : -0.9%, 13.9%, 1.2%
- CCc1ccc(CN(Cc2ccco2)C(=O)COc2ccccc2Cl)cc1
 : -12.3%, -5.0%, x
- N#CCN1C(=O)C2CCCN2c2ccc(S(=O)(=O)N3CCOCC3)cc21 (stereo not given)
 : 1.4%, -13.5%, -8.7%
- COc1ccc(CNC(=O)c2ccc3c(c2)N(Cc2ccccc2F)C(=O)c2ccccc2S3(=O)=O)cc1
 : -7.6%, -17.5%, x
- O=C(c1ccc(CSc2nc3ccncc3[nH]2)cc1)N1CCCCCC1
 : -1.1%, -8.3%, -15.1%
- COc1ccc([C@H]2C=C(C(=O)O)O[C@@H](OCc3ccc(CO)cc3)C2)cc1
 : 2.7%, -9.2%, 4.1%
- Cc1nc(CSc2nc3[nH]ncc3c(=O)n2-c2ccccc2)cs1
 : 2.3%, 5.6%, -1.1%
- O=C(COc1ccc(/C=N/NS(=O)(=O)c2ccccc2)cc1)Nc1cccc(Cl)c1
 : -13.7%, -21.2%, u

Later entries.
The line under a structure holds: KAT2A inh, FEN1 inh, N370S GC
- COc1cc2oc(=O)cc(-c3ccc(-c4ccc(C)cc4)cc3)c2c(OC)c1OC
 : -13.0%&0.4%, -23.1%, 2.3%
- CN(C(=O)c1ccco1)c1nc(-c2ccc(Cl)cc2)cs1
 : -22.4%, -19.3%, 2.4%
- CCCN(CCC)C(=O)c1c(NC(=O)CC)sc2c1CCCCC2
 : -0.8%, -4.4%, 6.7%
- COc1ccc(CCNC(=O)Nc2cccs2)c(OC)c1
 : 4.3%, -7.9%, -6.1%
- Cc1ccc(SCC(=O)NNC(=O)c2ccccc2)cc1C
 : -3.7%, 5.9%, -4.5%
- COc1ccc(S(=O)(=O)N2CCN(S(=O)(=O)c3ccc(C(F)(F)F)cc3)CC2)cc1C
 : 4.6%, 6.8%, 7.1%
- COc1ccc(OC)c(N(CC(=O)N2CCC(C)CC2)S(=O)(=O)c2ccccc2)c1
 : -4.3%, 5.6%, 7.5%
- COc1ccc(COC(=O)c2cccc(S(=O)(=O)N3CCN(C(C)=O)CC3)c2)cc1F
 : -22.8%, -13.2%, -5.0%
- CC(=O)c1cccc(NC(=O)NCc2ccccn2)c1
 : -14.5%, 0.2%, 1.7%
- CCOc1ccc2nc(Cl)c(C3CC(c4ccc(OC)cc4)=NN3S(C)(=O)=O)cc2c1 (stereo not given)
 : -15.8%, 7.2%, x

More results follow:
The line under a structure holds: KAT2A inh, FEN1 inh, N370S GC
- CCOc1cc(/C=C2/N=C(c3ccc4c(c3)OCO4)OC2=O)ccc1OC(C)=O
 : 0.4%, 0.8%, x
- CCOC(=O)/C=C1\SCC(=O)N1CC(=O)Nc1ccccc1OC(F)F
 : 4.4%, 2.1%, -3.5%
- CCOc1ccc(NC(=S)Nc2ccccc2C2CC2)cc1
 : 15.9%, -3.8%, 17.1%
- O=C(CN1C(=O)C2CCCCC2C1=O)N1CCN(c2ccccc2)CC1 (stereo not given)
 : 2.5%, -8.9%, -3.5%
- Nc1cc(=O)nc(SCC(=O)Nc2ccccc2Cl)n1-c1ccccc1
 : -9.4%, -1.6%, -8.8%
- C(=N\Nc1ccc(-n2ccnc2)nn1)/c1ccccc1
 : -3.6%, 2.2%, 3.9%
- COc1ccc2[nH]c3c(c2c1)CCN1C(=O)C(CC(=O)NCCCn2ccnc2)C[C@H](C(=O)N2CCOCC2)[C@@]31C (stereo not given in full)
 : -1.0%, 12.4%, x
- C=CC[C@H]1CC(C)=C[C@H](CC=C)N1
 : -3.7%, -6.2%, 6.7%
- O=C(Cn1nc(C(F)(F)F)c2c1CCCC2)N1CCOCC1
 : -8.8%, -5.0%, 17.7%
- Cc1nn(CC(=O)NCCCN2CCN(Cc3ccccc3)CC2)c(=O)c2cc(-c3ccccc3)nn12
 : -6.8%, 6.3%, -2.5%

Remaining list, next part.
The line under a structure holds: KAT2A inh, FEN1 inh, N370S GC
- CC(C)(C)c1ccc(C(=O)NCC(c2cccs2)S(=O)(=O)c2ccccc2)cc1 (stereo not given)
 : -3.2%, -22.3%, x
- O=C(Nc1ccccc1C(=O)N1CCOCC1)c1ccc([N+](=O)[O-])cc1
 : 12.3%, 3.2%, 2.7%
- Cc1ccc(-n2nc(-c3ccc(N)cc3)cc2N)cc1
 : -1.7%, 4.0%, 1.4%
- COc1ccc(NC(=S)N(CCN2CCOCC2)Cc2cc3cc4c(cc3[nH]c2=O)OCCO4)cc1
 : 3.5%, 10.3%, -9.8%
- CCCCNC(=O)CSc1nc2ccc(N3CCOCC3)cc2c(=O)n1CCc1ccccc1
 : -0.1%, -3.6%, -7.8%
- COc1ccc(Sc2ccc(/C=C3\C(=O)NN(c4ccccc4)C3=O)o2)cc1
 : -27.6%, -18.2%, -3.4%
- COc1ccccc1-c1nn(CCC(=O)Nc2ccccc2)c2nc(C)cc(C)c12
 : -8.3%, -5.7%, x
- Cc1ccc(C(=O)N/N=C/C2=Cc3ccccc3OC2C)cc1 (stereo not given)
 : 3.1%, 2.3%, 11.8%
- C=CCN(C(=O)c1csnn1)C(C(=O)NC1CCCC1)c1ccc(OC)cc1 (stereo not given)
 : -7.2%, 2.5%, -2.6%
- CCC(CC)COC(=O)C1=C(C)NC(=O)NC1c1ccc(OC)cc1 (stereo not given)
 : -20.5%, 3.3%, -4.7%

Next results.
The line under a structure holds: KAT2A inh, FEN1 inh, N370S GC
- COc1ccc(/C(C)=N/NC(=O)C(NC(=O)c2ccccc2)c2n[nH]c(=O)c3ccccc23)c(OC)c1 (stereo not given)
 : 1.7%, 8.0%, 3.8%
- OCC1(CC2CCCCO2)CCN(Cc2cccc(O)c2)CC1 (stereo not given)
 : -7.3%, 19.0%, 4.3%
- Cc1cnc(NC(=O)c2cccs2)s1
 : -1.2%, -0.4%, -11.0%
- COc1cc(C(=O)NNC(=O)c2nn(C)c(=O)c3ccccc23)cc(OC)c1OC
 : -0.1%, 8.1%, x
- Cc1cccc(-c2cc(C(=O)O)c3c(-c4ccc(F)cc4)[nH]nc3n2)c1
 : -7.8%, -6.4%, x
- O=C(NCCc1ccccc1)c1cccnc1N1CCCCCC1
 : -2.1%, 6.0%, 2.7%
- Cc1ccc(Br)cc1S(=O)(=O)N1CCN(c2ccccc2)CC1
 : -11.0%, 16.1%, 13.3%

Part of the list above, with tabs:
smiles	KAT2A inh	FEN1 inh	N370S GC
Cc1ccc(-c2nc(CS(=O)(=O)CC(=O)NCc3ccccc3Cl)c(C)o2)cc1	2.1%	10.9%	x
COc1cc(Cl)c(C)cc1NC(=O)CN1CCCCCC1	0.8%	3.2%	0.1%
O=C(N/N=C/c1c[nH]c2ccccc12)C1CC(=O)N(c2ccccc2)C1 (stereo not given)	-0.1%	-8.3%	7.3%
CCC/C(C)=N\Nc1nc2c(c(=O)n(C)c(=O)n2C)n1C	-1.1%	-22.8%	4.9%

High-throughput results: PubChem BioAssay, National Center for Advancing Translational Sciences (NCATS)

This is a subset; rates above refer to the full screens.
